LYP phosphatase: inhibitors of LYP phosphatase, biochemical, fluorescence intensity, uHTS (AID 1779) | one-dose inhibition, % at 11.5 µM; IC50 in µM for titrated hits | recombinant LYP phosphatase, fluorescence intensity; higher % means a stronger effect | 290,000 tested, 0.054% active;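 note: plate controls were vehicle with enzyme for no effect and no enzyme for full effect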
XIAP antagonists: small molecules displacing peptide from XIAP – biochemical, IAP family, fluorescence polarization (AID 1018); 200,000 tested, 0.007% active; displacement, % at 20 µM; hits with a dose series show IC50 in µM; XIAP BIR domain, fluorescence polarization peptide displacement; higher % means a stronger effect; in the data active = displacement above about 50%; note: a part of the inactive calls stands beside numbers as strong as those of hits
TNAP activators: human TNAP enzyme activators, primary screen, biochemical, luminescent, no phosphate acceptor, uHTS (AID 1001) | activation fold at 20 µM; hits with a dose series show EC50 in µM | 200,000 tested, 0.03% active | purified TNAP, luminescent activation assay, no phosphate acceptor; higher activation fold means a stronger effect; in the data active = activation fold from about 3, or a potency from the dose series; inactive = the rest, 99 in 100 with activation fold below about 1.6; note: many of its hits are not listed in these tables
HEK293 NOD2/NF-kB: inhibition of NOD2-driven NF-kB reporter – cell-based, luminescence, uHTS, HEK293 (AID 1566); HEK293 NOD2/NF-kB luciferase reporter, luminescence; higher % means a stronger effect; inhibition, % at 4 µM; hits with a dose series show EC50 in µM; 290,000 tested, 0.63% active; note: many of its hits are not listed in these tables
KOR beta-arrestin-1: KOR antagonists, beta-arrestin recruitment, cell-based, luminescence, uHTS (AID 1778) | KOR beta-arrestin recruitment, luminescence, antagonist mode; higher % means a stronger effect | inhibition, % at 10 µM; hits with a dose series show IC50 in µM | 290,000 tested, 0.091% active; note: strong numbers were not always called active
PMI inhibition: MPI inhibition at elevated mannose 6-phosphate – biochemical, fluorescence intensity, high mannose 6-phosphate, primary screen (AID 1220). recombinant PMI enzyme, coupled fluorescence intensity; higher % means a stronger effect. inhibition, % at 20 µM, or IC50 in µM where a hit was titrated. 190,000 tested, 0.66% active
KOR beta-arrestin-2: kappa opioid receptor activators – cell-based, luminescence, uHTS, primary screen (AID 1777); 280,000 tested, 0.02% active; one-dose activation, % at 10 µM; EC50 in µM for titrated hits; KOR beta-arrestin recruitment, luminescence; higher % means a stronger effect; in the data active = activation above about 50%, passing the limit was not always enough; note: a part of the inactive calls stands beside numbers as strong as those of hits
PMI inhibitors: MPI enzyme activity inhibition – biochemical, fluorescence intensity, coupled assay, primary screen (AID 1209); purified PMI enzyme, coupled fluorescence intensity; higher % means a stronger effect; 190,000 tested, 0.42% active; inhibition, % at 20 µM; hits with a dose series show IC50 in µM;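 note: plate controls were DMSO vehicle for no effect and wells lacking substrate for full effect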
NOD1 NF-kB reporter: inhibition of NOD1-driven NF-kB reporter – cell-based, luminescence, uHTS, primary screen (AID 1578); inhibition, % at 4 µM; hits with a dose series show EC50 in µM; 290,000 tested, 1% active; NOD1-driven NF-kB luciferase reporter cells, luminescence; higher % means a stronger effect; in the data active = inhibition mostly above about 36%, no sharp cut-off; inactive = mostly below about 34%;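 note: HEK-293T reporter cells stimulated with the NOD1 agonist gamma-tri-DAP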
* hit, by the source's call; x = no result given; [ ] = another dose, or the depositor's remark. Cut-off read from the data, not from the text of the source, unless noted: active = inhibition above about 50%; inactive = the rest. These rows are one share of the data; the hit share may differ from the screen's.

No.	molecule	LYP phosphatase	XIAP antagonists	TNAP activators	HEK293 NOD2/NF-kB	KOR beta-arrestin-1	PMI inhibition	KOR beta-arrestin-2	PMI inhibitors	NOD1 NF-kB reporter
1	O=C(COC(=O)c1ccc(NS(=O)(=O)c2ccc3c(c2)OCCO3)cc1)NC1CCS(=O)(=O)C1 (stereo not given)	-7%	-7.5%	1	-6%	16%	-3%	-0.5%	-3%	25%
2	CCCCN(C)CCNS(=O)(=O)c1ccc2c(c1)n(C)c(=O)c(=O)n2C	-6%	-5.9%	0.9	14%	-1%	-10%	-8.8%	-6%	10%
3	COc1cc(C(=O)Nc2ccc3c(c2)OCCO3)ccc1OC(F)F	-1%	-2.5%	1.1	-60%	-18%	2%	-4.7%	-4%	-71%
4	CSc1nc2ccsc2c(=O)n1-c1ccccn1	0%	-8.3%	1.1	28%	-10%	-7%	-5.3%	-3%	-11%
5	COc1ccc(/C(O)=C/c2nc3ccccc3n(-c3ccccc3)c2=O)cc1	15%	-4.2%	0.9	25%	27%	11%	-1.9%	4%	-73%
6	CCOc1ccc(NC(=S)NCCCc2ccccc2)cc1	-4%	0.8%	1.1	-7%	22%[20 µM]	14%	-6.0%	12%	-52%
7	Cc1nnc(NC(=O)CSc2nnc(CNC(=O)c3ccc(F)cc3)o2)s1	-5%	x	x	2%	-9%	x	-0.2%	x	-14%
8	O=C(NCCCN1CCN(c2ccc(F)cc2)CC1)C1CCCN(c2ncnc3c2nc2n3CCCCC2)C1 (stereo not given)	-13%	x	x	25%	-8%	x	-1.8%	x	-4%

7 entries drawn at random from the list so far:
No.	molecule	LYP phosphatase	XIAP antagonists	TNAP activators	HEK293 NOD2/NF-kB	KOR beta-arrestin-1	PMI inhibition	KOR beta-arrestin-2	PMI inhibitors	NOD1 NF-kB reporter
6	CCOc1ccc(NC(=S)NCCCc2ccccc2)cc1	-4%	0.8%	1.1	-7%	22%[20 µM]	14%	-6.0%	12%	-52%
5	COc1ccc(/C(O)=C/c2nc3ccccc3n(-c3ccccc3)c2=O)cc1	15%	-4.2%	0.9	25%	27%	11%	-1.9%	4%	-73%
8	O=C(NCCCN1CCN(c2ccc(F)cc2)CC1)C1CCCN(c2ncnc3c2nc2n3CCCCC2)C1 (stereo not given)	-13%	x	x	25%	-8%	x	-1.8%	x	-4%
4	CSc1nc2ccsc2c(=O)n1-c1ccccn1	0%	-8.3%	1.1	28%	-10%	-7%	-5.3%	-3%	-11%
7	Cc1nnc(NC(=O)CSc2nnc(CNC(=O)c3ccc(F)cc3)o2)s1	-5%	x	x	2%	-9%	x	-0.2%	x	-14%
2	CCCCN(C)CCNS(=O)(=O)c1ccc2c(c1)n(C)c(=O)c(=O)n2C	-6%	-5.9%	0.9	14%	-1%	-10%	-8.8%	-6%	10%
3	COc1cc(C(=O)Nc2ccc3c(c2)OCCO3)ccc1OC(F)F	-1%	-2.5%	1.1	-60%	-18%	2%	-4.7%	-4%	-71%

Additional results:
No.	molecule	LYP phosphatase	XIAP antagonists	TNAP activators	HEK293 NOD2/NF-kB	KOR beta-arrestin-1	PMI inhibition	KOR beta-arrestin-2	PMI inhibitors	NOD1 NF-kB reporter
9	CC(=O)N1c2ccc(S(=O)(=O)N3CCCC(C(=O)N4CCCCC4)C3)cc2CC1C (stereo not given)	-6%	x	x	26%	-18%[20 µM]	x	2.2%	x	-4%
10	Cc1ccc(N2CN(Cc3cccnc3)CNC2=S)cc1	-9%	-2.0%	1	9%	-6%	1%	-8.7%	10%	-31%
11	CC1CCN(C(=S)NC(=O)c2cccs2)CC1	-4%	-7.8%	1.1	1%	-14%	1%	-6.6%	4%	-26%
12	CC1(C)CC(=O)C=C(Nc2ccc(F)cc2F)C1	-2%	-3.4%	1.1	4%	44%	-10%	-4.2%	-2%	8%
13	CC(C)CN1C(=O)c2ccc(NC(=O)c3cccs3)cc2C1=O	0%	-21%	1	5%	0%	8%	5.1%	15%	-42%
14	CC1=CC(C)(C)N(C(=O)c2ccc(F)cc2)c2cc3c(cc21)OCO3	-6%	-8.9%	1.1	8%	-12%	8%	4.4%	11%	32%
15	CN(C)c1ccc(/C=C2\NC(=S)N(Cc3ccccc3)C2=O)cc1	2%	-6.0%	0.6	-1%	-8%	21%	1.4%	23%	7%
16	Cn1cc(C(=O)N2CCN(c3ccccn3)CC2)c(=O)c2cc(S(=O)(=O)N3CCOCC3)ccc21	-2%	-6.5%	1	2%	-7%	-1%	-0.5%	-16%	-4%

Further structures.
Keys: A = LYP phosphatase; B = XIAP antagonists; C = TNAP activators; D = HEK293 NOD2/NF-kB; E = KOR beta-arrestin-1; F = PMI inhibition; G = KOR beta-arrestin-2; H = PMI inhibitors; I = NOD1 NF-kB reporter
#17 Nc1nc2c(Cl)ccc(Cl)c2s1
  A: -6%	B: -4.6%	C: 1	D: 11%	E: -74%	F: 8%	G: -1.4%	H: -9%	I: -6%
#18 CC(=O)Nc1ccc(S(=O)(=O)NC2(C(F)(F)F)NC(=O)N(c3ccc(C)cc3)C2=O)cc1 (stereo not given)
  A: -9%	B: x	C: x	D: -5%	E: -9%	F: x	G: -0.7%	H: x	I: -19%
#19 Cn1c(CCN2CCN(c3ccccn3)CC2)nc2cc(NC(=O)COc3ccccc3)ccc21
  A: -12%	B: x	C: x	D: 32%	E: -8%	F: x	G: 8.0%	H: x	I: 4%
#20 Cc1cc(C(F)(F)F)nn1CC(=O)NCc1cccs1
  A: -3%	B: -2.6%	C: 1	D: 5%	E: 10%	F: 4%	G: -4.4%	H: 8%	I: -40%
#21 CCc1ccc(NC(=S)NC2CCN(Cc3ccccc3)CC2)cc1
  A: -14%	B: -6.4%	C: 1.2	D: -8%	E: -63%	F: -10%	G: 1.4%	H: 1%	I: 2%
#22 COc1ccc(-c2ccnc(SCC(=O)N3CCOCC3)n2)cc1
  A: -8%	B: -3.4%	C: 1.1	D: 11%	E: -13%	F: 7%	G: -3.5%	H: 5%	I: -11%
#23 Cc1nc(CCNC(=O)c2ccccc2)cs1
  A: 2%	B: -0.6%	C: 1.1	D: 8%	E: 35%	F: 5%	G: -2.7%	H: 6%	I: -20%
#24 O=C(NCCc1c[nH]c2ccccc12)c1cnccn1
  A: 2%	B: -7.2%	C: 1.1	D: -4%	E: 2%	F: 1%	G: -3.2%	H: 1%	I: -21%
#25 Cc1cccc(Nc2nc3c(S(=O)(=O)c4ccccc4)nnn3c3ccccc23)c1
  A: -8%	B: -6.6%	C: 1.1	D: -3%	E: -29%	F: -1%	G: 0.7%	H: 0%	I: -41%
#26 CCc1ccc(/C=N/NC(=O)c2cc(-c3ccncc3)nc3ccccc23)s1
  A: -1%	B: -4.4%	C: 1	D: -5%	E: -100%	F: 9%	G: 4.6%	H: 15%	I: -9%
#27 CCn1cc(/C=N\NC(=O)c2ccccc2Cl)cn1
  A: -6%	B: -3.9%	C: 1.1	D: 14%	E: 10%	F: -6%	G: 0.0%	H: -5%	I: 2%
#28 O=C(CN(C(=O)c1ccc2c(c1)OCCO2)c1ccccc1)NCC1CCCO1 (stereo not given)
  A: -15%	B: 0.0%	C: 1.1	D: 12%	E: -12%	F: 3%	G: -1.4%	H: 2%	I: 0%
#29 COc1ccc(C(=O)N=C2SC3CS(=O)(=O)CC3N2Cc2ccccc2)cc1OC (stereo not given)
  A: -9%	B: x	C: x	D: -3%	E: -1%	F: x	G: -2.8%	H: x	I: 16%
#30 CCCC(=O)OCC(=O)c1[nH]c(C)c(C(C)=O)c1C
  A: 2%	B: -1.7%	C: 1.2	D: 19%	E: -33%	F: 24%	G: 4.2%	H: -6%	I: -30%
#31 COC(=O)CSc1nc2nc(C)c(Br)cc2[nH]1
  A: -2%	B: -11%	C: 0.9	D: 20%	E: 23%	F: 15%	G: -1.0%	H: 22%	I: 4%
#32 O=C(Nc1ccccc1C(=O)N1CCOCC1)c1cccc(S(=O)(=O)N2CCCC2)c1
  A: -4%	B: -3.9%	C: 1.1	D: 6%	E: 15%	F: 10%	G: -1.8%	H: 16%	I: x
#33 CC1(C)N=C(N)N=C(N)N1c1cccc(CN)c1
  A: -7%	B: x	C: x	D: 11%	E: -6%	F: x	G: -2.5%	H: x	I: -9%
#34 CC(=O)N1C(=O)CC(C)N(C(C)=O)c2ccc([N+](=O)[O-])cc21 (stereo not given)
  A: 0%	B: -0.6%	C: 1.1	D: 4%	E: 9%	F: -2%	G: -0.7%	H: 3%	I: -10%
#35 COC1Cc2ccccc2N(C(=O)N2CCN(CCO)CC2)c2ccccc21 (stereo not given)
  A: -5%	B: -4.3%	C: 1.1	D: 13%	E: -32%	F: 13%	G: 5.1%	H: 13%	I: 38%
#36 CC1(C)CC(NC(=O)c2cc(COc3cccc(C(F)(F)F)c3)on2)CCO1 (stereo not given)
  A: -6%	B: x	C: x	D: -17%	E: -21%	F: x	G: 1.9%	H: x	I: -8%
#37 Cc1ccc(-n2nc3c(=O)n(CCCC(=O)NCC(C)c4ccccc4)nc(C)c3c2C)cc1 (stereo not given)
  A: -7%	B: x	C: x	D: 28%	E: 3%	F: x	G: 3.2%	H: x	I: 4%
#38 CCN1CCC(C(=O)NC2CCCC2)(N(Cc2cccs2)C(=O)Cn2nnc3ccccc32)CC1
  A: -5%	B: -5.9%	C: 1.1	D: 7%	E: 4%	F: 1%	G: 3.6%	H: 8%	I: -2%
#39 CC(C)CC(=O)NC(c1ccccc1Cl)c1c(O)ccc2ccccc12 (stereo not given)
  A: -1%	B: -8.1%	C: 1.1	D: -14%	E: -2%	F: 7%	G: 1.9%	H: 14%	I: -12%
#40 COC(=O)c1cccc(N(C(=O)c2ccco2)C(C(=O)NC2CCCC2)c2ccc(N3CCOCC3)cc2)c1 (stereo not given)
  A: -1%	B: x	C: x	D: -19%	E: -22%	F: x	G: 1.4%	H: x	I: -34%
#41 COc1ccc(Nc2nc(NCc3ccco3)nc(N/N=C/c3ccccc3)n2)cc1
  A: 6%	B: -6.4%	C: 1	D: -5%	E: 1%	F: -71%	G: 4.4%	H: -33%	I: x
#42 CCN1CCN(C(=S)Nc2ccc([N+](=O)[O-])cc2)CC1
  A: -4%	B: -0.7%	C: 1.1	D: -18%	E: 4%	F: 10%	G: -3.7%	H: 12%	I: -15%
#43 CCC1(C)SC(N)=NN1C(C)=O (stereo not given)
  A: -7%	B: 26%	C: 1.1	D: -5%	E: -15%[20 µM]	F: 14%	G: x	H: 7%	I: -35%
#44 COc1ccc(OCC(=O)NC(=S)Nc2ccccc2F)cc1
  A: 0%	B: -2.8%	C: 1.1	D: 10%	E: 26%	F: 5%	G: -2.3%	H: 0%	I: -27%
#45 Nc1nnnn1/N=C/c1ccccn1
  A: -10%	B: -5.4%	C: 1.1	D: 1%	E: -29%	F: -14%	G: 4.4%	H: -5%	I: 0%

From PubChem
